Polio RdRp inh: poliovirus RNA polymerase inhibition. P03300. AID 588519. % elongation, % (compound at 16.7 µg/mL). poliovirus polymerase elongation, fluorescence polarization; active compounds read low. 150,000 compounds, 0.66% hits; in the data active means % elongation below about 90%; further: some results filed as inactive read as strong as hits
Target sequence (P03300 1749-2209 limits assumed): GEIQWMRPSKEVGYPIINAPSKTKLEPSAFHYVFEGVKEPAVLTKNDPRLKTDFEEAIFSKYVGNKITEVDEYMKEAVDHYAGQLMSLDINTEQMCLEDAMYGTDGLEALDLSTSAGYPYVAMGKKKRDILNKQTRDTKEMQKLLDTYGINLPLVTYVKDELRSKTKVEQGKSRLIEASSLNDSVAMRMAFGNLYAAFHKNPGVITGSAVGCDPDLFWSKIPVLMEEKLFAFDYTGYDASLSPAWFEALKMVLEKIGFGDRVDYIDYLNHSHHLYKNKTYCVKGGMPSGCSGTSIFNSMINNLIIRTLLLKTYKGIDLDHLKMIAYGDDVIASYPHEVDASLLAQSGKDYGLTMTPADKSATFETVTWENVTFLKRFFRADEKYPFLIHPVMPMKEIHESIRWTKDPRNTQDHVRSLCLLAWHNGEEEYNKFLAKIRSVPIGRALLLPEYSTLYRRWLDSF
Polio RdRp inh FP z-score: recorded beside Polio RdRp inh, whose call it bears; z-score; measured here: FP z-score; hits read low
Active calls of the source: *; & = joins results of further samples.

SMILES	Polio RdRp inh	Polio RdRp inh FP z-score
COc1cc(NC(=O)CCNC(=O)Cn2cnc3ccccc3c2=O)cc(OC)c1OC	103	-0.4
Oc1ccc(-c2[nH]ncc2-c2cccc3cccnc23)c(O)c1	103	0.7
CCc1ccccc1NC(=O)CN(c1cccc(C)c1C)S(C)(=O)=O	101	-1.3
CCN=C1SC(CC(=O)Nc2cccc(C(=O)O)c2)C(=O)N1CC (stereo not given)	101	-0.1
CCOc1ccc(N2CC(c3nc4ccccc4n3CCC3CCCCC3)CC2=O)cc1 (stereo not given)	109	0.5
N#Cc1ccc(OCc2nnc(SCC(=O)c3ccccc3)n2-c2ccccc2)cc1	102	0.1
COCCNC(=O)c1cc(-c2cccc(OC)c2)no1	101	-0.2
COC(=O)c1ccccc1NC(=O)CCC(=O)N1CC(C)Sc2ccccc21 (stereo not given)	108	0.3
Clc1ccc(/C=N/N2CCCCC2)cc1	109	0.9
Cc1ccc(Cl)cc1NC(=O)Cn1cnc2c(cnn2C)c1=O	103	0
CC(CC(=O)N1CCOCC1)c1ccccc1 (stereo not given)	104	1
CCn1c(C(=O)O)c(CNC2CCCC2)c2ccc(C)cc21	109	3.8
O=C(COC(=O)c1ccccc1Sc1ncnc2sc3c(c12)CCC3)NCc1ccco1	105	0.3
NC(=O)c1cc2cc(Br)ccc2o1	105	0.4
C=CCOc1cccc(C(=O)Nc2ncn[nH]2)c1	102	-0.1
COc1cccc(NCc2ccc(O)c3ncccc23)c1	147	4.8
COC(=O)N1CCC(=O)Nc2ccccc21	99	-0.3
CC1=CC(=N/C(C)=N/S(=O)(=O)c2ccc(C)cc2)C=C(C)C1=O	105	0.5
CCCc1n[nH]c(=S)s1	87*	-2*
Cc1ccc(C2(CC(=O)Nc3ccccc3C)CCOC(C)(C)C2)cc1 (stereo not given)	110	0.7
O=C(CCn1c(=O)c2cccn2c2cccnc21)NCc1ccc(F)cc1	112	0.8
CCCCN(C(=O)c1cnc2n(c1=O)CCS2)c1ccccc1	101	0
COc1ccc(S(=O)(=O)Nc2ccc3c(c2)N(C(C)=O)CCC3)cc1F	108	0.3
CN(C)C(CNC(=O)Nc1ccccc1)c1cccs1 (stereo not given)	102	-0.1
CCCCn1c2ccccc2c2nnc(SC(C)C(=O)OC)nc21 (stereo not given)	103	0.4
COCCNC(=O)Cc1ccccc1OC	99	-0.2
Cc1cc(F)c(F)c(C(=O)n2ccnc2)c1Cl	103	0
O=C(Nc1ccc(Cl)c(C(F)(F)F)c1)C1CCCN(S(=O)(=O)c2cccc3cccnc23)C1 (stereo not given)	105	0.2
CCN(CC)C(=O)Cn1c(=O)n(-c2ccc(OC)cc2OC)c(=O)c2c(C)c(C(=O)N(CC)CC)sc21	113	1.5
CCC(=O)N1CCc2cc(Br)cc(S(=O)(=O)C3(C(=O)OC)CC3)c21	102	0.1
COC(=O)Cc1c(C)n[nH]c1C	105	0.5
CN1CCN(CCCNS(=O)(=O)c2ccc(-c3cc(C(F)(F)F)no3)s2)CC1	102	0.5
CCOc1ccc2cc(-c3nnc(Nc4ccccc4F)s3)c(=O)oc2c1	109	0.8
Cc1c(C)c(O)c(Cc2ccc3ccccc3n2)c(C)c1O	102	0.2
CC(=O)Nc1ccc(-n2c(C)ccc2-c2ccccc2)cc1	102	0.1
Cc1ccc(CNC(=O)c2ccc(CSCc3ccccc3Cl)o2)cc1	114	0.8
CNC(=O)N1CCCC(Cn2cccc2)C1 (stereo not given)	102	-0.2
N#CC(C(=O)NCc1ccc2c(c1)OCO2)c1ccccc1 (stereo not given)	99	-0.6
O=C(NN1C(=O)c2ccccc2NC1c1ccco1)c1ccc(Br)cc1 (stereo not given)	100	-0.2
CCOc1ccc(Nc2nc3cc(C)ccc3cc2C)cc1	100	-0.3
CCC(Sc1nc2cc(OC)c(OC)cc2c(=O)n1Cc1ccco1)C(=O)Nc1ccc(C)cc1 (stereo not given)	105	1.4
O=C(CC(=O)c1ccccc1)Nc1cccc(C(=O)O)c1	99	-0.3
COc1ccc(CCNC(=O)CSc2nc3ccc(C)cc3[nH]2)cc1	102	0.1
COC(=O)c1sc(SC)c(-c2ccn(C(=O)c3ccc(Cl)cc3)n2)c1C	103	0.3
COc1ccc(NC(=O)Cn2c(=O)n(-c3ccc(OC)c(OC)c3)c(=O)c3ccccc32)cc1	109	0.8
COc1cccc(NC(=O)CCS(=O)(=O)c2ccc3c(c2)oc(=O)n3C)c1	105	-0.7
CCOc1ccc2nc(NCCO)[nH]c2c1	100	-0.2
N#CCN(CC#N)C(=O)c1cccc(Cl)c1	99	-0.2
Cc1ccc2[nH]c3c(=O)n(CC(=O)NCCCN4CCN(c5ccc(F)cc5)CC4)ncc3c2c1	108	0.4
Cc1ccc(CNC(=O)c2nnn(Cc3ccc(F)cc3)c2N)cc1	105	0.1
Nc1nc(-c2cc3ccccc3oc2=O)nc2c1c(=O)oc1ccccc12	104	0.3
COc1ccc(CC(=O)Nc2c[nH]c(=O)[nH]c2=O)cc1OC	98	-1.1
N#Cc1ccc(COc2cnc3ccccc3n2)cc1	98	-0.7
Cc1nnc(-n2cnc3ccccc32)c2ccccc12	100	0.1
COC(=O)c1cc2ccc(OC)c(OC)c2c(=O)s1	102	0.2
O=C1CC(c2nc3ccccc3n2CCC2CCCCC2)CN1c1ccccc1Cl (stereo not given)	109	0.4
CC1(C)CC(Nc2ncnc3sccc23)CC(C)(C)N1	101	-0.2
CCOC(=O)C1C(=O)NC2(C)Oc3ccccc3C1C2C (stereo not given)	102	0.2
Cc1ccc(CSCCC(=O)N2CCN(c3cccc(C)c3C)CC2)cc1	105	2
COc1ccc(NC(=O)CC2C(=O)N(c3ccccc3)C(=O)N2CCc2sccc2C)cc1 (stereo not given)	106	0.2
The list continues:
SMILES	Polio RdRp inh	Polio RdRp inh FP z-score
COC(=O)C1Cc2ccccc2CN1Cn1nc2sc3ccccc3n2c1=S (stereo not given)	95	-1.4
Cc1cc(C(=O)CN2C(=O)NCC(C)C2=O)c(C)n1C (stereo not given)	106	0.4
COC(=O)c1ccccc1NC(=S)Nc1ccccn1	101	-0.1
Oc1ccccc1CNCC12CC3CC(CC(C3)C1)C2	103	0.3
CN(C)Cc1c(O)[nH]c(=S)[nH]c1=O	100	-0.1
CCS(=O)(=O)c1ccc(O)c(NC(=O)c2ccncc2)c1	100	-0.5
COc1ccc(OC)c(/C=C/C(=O)OC(C)C(=O)Nc2ccc(S(=O)(=O)N3CCOCC3)cc2)c1 (stereo not given)	109	0.7
O=C(NNc1cc(Cl)ccc1Cl)C1CCCS1 (stereo not given)	102	0.1
CC(C)C(NC(N)=O)C(=O)NCc1ccc(Cl)cc1Cl (stereo not given)	104	0.5
Cc1cccc(CN2CCN(CC(=O)NCc3ccc4c(c3)OCO4)C2=O)c1	102	0.3
CCc1ccc(CCC(=O)Nc2ccc(C)c(C)c2)o1	101	-0.1
COc1ccc(-c2nc3scc(CCNC(=O)/C=C/c4ccco4)n3n2)cc1	101	-0.3
C(C=Cc1ccn[nH]1)=Cc1ccccc1	106	1
CCOC(=O)C1CCCN(S(=O)(=O)c2ccc(OC)cc2)C1 (stereo not given)	102	0.2
Cn1ncc(C(=O)O/N=C(\c2ccccc2)c2ccccc2N)c1-n1cccc1	104	0.6

Filtered by structure, the entries above with a CF3 group.
SMILES	Polio RdRp inh	Polio RdRp inh FP z-score
O=C(Nc1ccc(Cl)c(C(F)(F)F)c1)C1CCCN(S(=O)(=O)c2cccc3cccnc23)C1 (stereo not given)	105	0.2
CN1CCN(CCCNS(=O)(=O)c2ccc(-c3cc(C(F)(F)F)no3)s2)CC1	102	0.5

Additional compounds follow.
SMILES	Polio RdRp inh	Polio RdRp inh FP z-score
O=C(CCN(Cc1ccco1)S(=O)(=O)c1ccc(Cl)cc1)Nc1ccc(Cl)cc1	107	0.6
COc1cc(-c2nc3ccccc3c(=O)[nH]2)cc(Cl)c1O	100	-0.2
O=C(Nc1ccccc1Br)c1ccccc1Oc1ccccc1	98	-0.3
Cc1ccc(S(C)(=O)=NS(=O)(=O)c2cccc3nsnc23)cc1 (stereo not given)	100	-0.6
CCO/C=C(/C#N)c1nc(C)cs1	43	-9.9
O=c1[nH][nH]c(=S)n1Cc1ccco1	104	0.8
COc1cc2c(cc1OC)-c1c(C#N)c(-c3ccc4c(c3)OCO4)c(C(=O)c3ccccc3)n1CC2	101	0
COc1ccc(C2CC(=O)NC(SCC(=O)N3CCc4ccccc4C3)=C2C#N)cc1 (stereo not given)	103	0.1
CN(C(=O)COC(=O)c1cc(S(=O)(=O)N2CCOCC2)ccc1O)c1ccccc1	99	-0.4
Cc1ccc(S(=O)(=O)n2c(=O)sc3ccccc32)cc1	99	-0.4
N#CC1=C(N)/C(=C\c2ccc(Cl)c(Cl)c2)SC1=N	43	-6.4
O=C(NCc1ccc(Cl)cc1)c1ccc2oc(=O)n(Cc3ccccc3)c2c1	107	0.2
Cc1ccc(S(=O)(=O)Nc2c(C)nn(C)c2C)cc1	104	0.9
COc1cc2c(cc1OC)-c1c(OC)c(OC)c(N)c3c1[C@H](C2)N(C)CC3	98	-0.3
CCc1cccc(NC(=O)CC(c2ccc(OC)cc2)N2Cc3ccccc3C2=O)c1 (stereo not given)	109	0.2

Molecules listed so far containing bromine (4):
SMILES	Polio RdRp inh	Polio RdRp inh FP z-score
NC(=O)c1cc2cc(Br)ccc2o1	105	0.4
CCC(=O)N1CCc2cc(Br)cc(S(=O)(=O)C3(C(=O)OC)CC3)c21	102	0.1
O=C(NN1C(=O)c2ccccc2NC1c1ccco1)c1ccc(Br)cc1 (stereo not given)	100	-0.2
O=C(Nc1ccccc1Br)c1ccccc1Oc1ccccc1	98	-0.3

Four entries already listed, ordered by heavy-atom count, smallest number first.
SMILES	Polio RdRp inh	Polio RdRp inh FP z-score
O=c1[nH][nH]c(=S)n1Cc1ccco1	104	0.8
Cc1ccc(S(=O)(=O)Nc2c(C)nn(C)c2C)cc1	104	0.9
Cc1ccc(S(C)(=O)=NS(=O)(=O)c2cccc3nsnc23)cc1 (stereo not given)	100	-0.6
O=C(CCN(Cc1ccco1)S(=O)(=O)c1ccc(Cl)cc1)Nc1ccc(Cl)cc1	107	0.6

The main list resumes; the 4 compounds before the break are reprinted first.
SMILES	Polio RdRp inh	Polio RdRp inh FP z-score
O=C(NCc1ccc(Cl)cc1)c1ccc2oc(=O)n(Cc3ccccc3)c2c1	107	0.2
Cc1ccc(S(=O)(=O)Nc2c(C)nn(C)c2C)cc1	104	0.9
COc1cc2c(cc1OC)-c1c(OC)c(OC)c(N)c3c1[C@H](C2)N(C)CC3	98	-0.3
CCc1cccc(NC(=O)CC(c2ccc(OC)cc2)N2Cc3ccccc3C2=O)c1 (stereo not given)	109	0.2
COc1ccc(-c2nnc3sc(NC(C)=O)nn23)cc1OC	100	-1.2
Cc1cc(=O)[nH]c(N/N=C/C2=C(N3CCOCC3)C(=C\c3ccc(Cl)cc3)/CC2)n1	119	1.9
CCN(c1ccccc1)S(=O)(=O)c1nnc(NC(=O)COc2cccc(C)c2)s1	110	0.3
Cc1cc(C=Nc2ccc(Cl)cc2O)c(C)n1C	99	-0.2
Cc1c(CCNC(=O)c2cc(S(=O)(=O)N(C)C)c(Cl)cc2Cl)c2ccccc2n1C	89*	-2.5*
CC[C@H](C)C(=O)O[C@H]1C[C@@H](C)C=C2C=C[C@H](C)[C@H](CC[C@@H]3C[C@@H](O)CC(=O)O3)[C@H]21	101&101&101	0.2&0.2&0.5
O=C(c1cn(CC(=O)N2CCOCC2)c2ccccc12)C1CC1	100	-0.4
CNc1nc(SC)nc(N(C)C#N)n1	105	1.1
O=C(O)C1OCCc2ccccc21 (stereo not given)	101	-0.3
NC(=O)c1sc2nccc(Nc3ccccc3)c2c1N	96	-0.6
CC1=C(C#N)C(c2cccnc2)C2=C(CC(C)(C)CC2=O)N1 (stereo not given)	98	-0.8
COc1cccc(CNC(=O)CCS(=O)(=O)c2cc3c(cc2C)NC(=O)CO3)c1	110	0.9
S=c1nc2c(n[nH]1)c1ccccc1n2Cc1ccccc1	73*	-2.3*
CCN(CC)CCCNC(=O)c1nn(-c2ccc(OC)c(Cl)c2)c(=O)c2c1c1ccccc1n2C	109	0.8
CCOC(=O)C1=CS/C(=C2/C(=S)C(C)(C)N(C(=O)CC(C)C)c3ccc(OCC)cc32)S1	102	0.2
Cc1ccc(C)c(N2CCN(C(=O)c3ccc4c(=O)n(CCc5ccccc5)c(=O)[nH]c4c3)CC2)c1	107	0.4
N#CCCn1cc(C(CC(=O)c2ccc3c(c2)CCCC3)C(=O)O)c2ccccc21 (stereo not given)	102	0.1
CCCN(CC1CC1)C(=O)CSc1nc2ccccc2n1C	101	-0.3
CSc1ncc(C(=O)O)c(C(F)(F)F)n1	98	-1.2
Cc1nc(N2CCOCC2)c2c(C(=O)NCCc3ccccc3)c(C)oc2n1	100	-1
CCn1ccc2c(OCC(=O)NC3CCCC3)cccc2c1=O	100	-1
COc1ccc(-c2ccc(OC)cc2C(=O)NN)cc1	100	-0.6
CCN(CC)C(=O)c1sc(NC(=O)C(C)C)c(C#N)c1C	101	-0.2
N=c1c[n+](CCc2ccccc2)[n-]o1	100	-0.3
Cc1ccc(-c2ccc(CCC(=O)O)[nH]2)cc1	108	0.5
O=C(CCC(=O)Nc1ccc(F)cc1)Nc1ccc(F)cc1	105	0.2
O=C1CC2C(=O)NCCN2C(=NC(=O)c2ccc(Cl)cc2)N1 (stereo not given)	100	-0.3
COCSc1nnc(-c2ccncc2)n1-c1ccc(C)c(C)c1	102	-0.1
Oc1c(Cl)cc(Cl)c(Cl)c1Cc1c(O)c(Cl)cc(Cl)c1Cl	100	-0.1
CCS(=O)(=O)C(=C(Nc1ccc(OC)cc1)Nc1ccc(OC)cc1)S(=O)(=O)CC	103	0.2

This is a subset. The share of hits here may be higher or lower than overall.
